KCNH2 3.1 block: KCNH2 3.1 (human) potassium channel inhibition | activity change, % (tested at about 1.8 µM) | actives 0.95% (n = 340,000) | AID 720553 | U2OS KCNH2 3.1, thallium flux FluxOr; active compounds read low;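 active = maximum activity change below -70%; inconclusive = maximum activity change from -70% to -50%; inactive = maximum activity change above -50%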;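 note: thallium influx rate constant from kinetic fluorescence after stimulation buffer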
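Measured as rate of thallium-driven FluxOr signal in transduced U2OS cells carrying the 3.1 channel, read kinetically for 2 min upon stimulation; values are rate constants scaled to DMSO control wells.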
Numbers without * were called inactive. % is set by controls: 0 for no effect and ±100 for the full control effect. Some of the compounds tested, so the mix of outcomes need not match the whole.

COc1cccc(COC(=O)C(Cc2ccccc2)NC(=O)c2ccco2)c1 (centres undefined) was read as KCNH2 3.1 block 28.
Screening CCNC(=O)Nc1cc(S(=O)(=O)N2CCOCC2)ccc1N1CCCCC1 returned KCNH2 3.1 block 10.
For Cc1cccc(NC(=O)c2nc[nH]c2C(=O)N[C@@H](C)CO)c1 the results were KCNH2 3.1 block 0.
Screening COc1ccccc1S(=O)(=O)N(C)C[C@H]1OCc2cnnn2CCCC(=O)N([C@H](C)CO)C[C@@H]1C returned KCNH2 3.1 block 6.
CCCCCCN1C[C@@H](O)[C@H](n2cc(-c3ccc(F)cc3)nn2)C[C@@H]1c1ccc(OC)cc1 was read as KCNH2 3.1 block -44.
COc1ccc([C@H]2N[C@]3(CCCN(Cc4ccc(Br)cc4)C3=O)[C@H]3C(=O)N(C)C(=O)[C@@H]23)cc1 was read as KCNH2 3.1 block -1.
C#CCN(C[C@@H]1[C@@H](OC(=O)Nc2c(C)noc2C)[C@@H](OC(=O)Nc2c(C)noc2C)Cn2c(=O)n(CCCCCC)c(=O)n21)S(=O)(=O)c1ccc(C)cc1 was read as KCNH2 3.1 block -3.
Cc1cccc(-n2cnc3cc(C(=O)NCC4CCCO4)ccc32)c1 (centres undefined) was read as KCNH2 3.1 block 8.
`CN(Cc1ccccc1)C(=O)CN1CCN(S(=O)(=O)c2ccccc2F)CC1` gave KCNH2 3.1 block 6.
COc1ccc(CN(CCCn2cnc3c(OC)ncnc32)CCCn2cnc3c(OC)ncnc32)cc1 was read as KCNH2 3.1 block -16.
Cc1ccc(S(=O)(=O)N2C[C@H]3n4c(=O)ccc(=O)n4C[C@H](OC(=O)Nc4c(C)noc4C)[C@@]3(O)C2)cc1 was read as KCNH2 3.1 block 4.
For Cc1ccc(N2CCC3CC2c2cc(-c4ccc(C(F)(F)F)cc4)ccc23)cc1 (centres undefined) the results were KCNH2 3.1 block -6.
For CCOC(=O)C1CCN(C(=O)CCn2c(=O)oc3ccccc32)CC1 the results were KCNH2 3.1 block 2.
`Cc1cc(C(F)(F)F)nc(NNc2nc(C)cc(C(F)(F)F)n2)n1` gave KCNH2 3.1 block -8.
CSc1ncccc1C(=O)OCC(=O)c1ccc(Cl)s1 was read as KCNH2 3.1 block 8.
Screening O=C(CCN1CCCO1)N1CCCC(Nc2cccc(F)c2)C1 (centres undefined) returned KCNH2 3.1 block 7.
O=c1[nH]cc(CCCc2ccccc2)c(=O)[nH]1 was read as KCNH2 3.1 block 10.
`COc1ccc(NC(=O)CCNC(=O)N2CC(=O)Nc3ccccc32)cc1` gave KCNH2 3.1 block 10.
`CSc1nc2nc(Cl)c(Cl)nc2[nH]1` gave KCNH2 3.1 block 7.
For C[C@H]1CN([C@@H](C)CO)S(=O)(=O)c2ccc(-c3ccncc3)cc2O[C@H]1CN(C)C(=O)c1cccc(F)c1 the results were KCNH2 3.1 block 4.
`C#CCN(C[C@H]1[C@H](OC(=O)NCC2CCCCC2)[C@H](OC(=O)NCC2CCCCC2)C[C@H]2C(=O)N(c3ccccc3)C(=O)[C@@H]12)S(=O)(=O)c1ccc(C)cc1` gave KCNH2 3.1 block 16.
Screening O=C1OC(COCC#Cc2ccccc2)CN1c1ccccc1 (centres undefined) returned KCNH2 3.1 block 5.
COc1ccc(-c2cc(C(F)(F)F)n3nc(C(N)=O)cc3n2)cc1 was read as KCNH2 3.1 block 10.
Screening CCN(CC)C(=O)C1=C(C)N(Cc2ccc(F)cc2)C(=O)C(CC(=O)NCc2ccco2)C1 (centres undefined) returned KCNH2 3.1 block 9.
Screening O=C(CN1CCN(C(=O)CNC(=O)c2ccc(-c3ccccc3)cc2)CC1)Nc1ccccc1Cl returned KCNH2 3.1 block -84*.
Screening COc1ccc(N2CCN(C(=O)COC(=O)c3nc(Cl)ccc3Cl)CC2)cc1 returned KCNH2 3.1 block -2.
O=C(C1CCCCC1)N1C[C@@H](O)[C@H](n2cc(C3CC3)nn2)C[C@@H]1c1ccccc1 was read as KCNH2 3.1 block -21.
For O=C(Nc1ccnn1C1CCN(C(=O)c2cccnc2)CC1)c1cccc(F)c1 the results were KCNH2 3.1 block inconclusive.
CCCC(=O)Nc1cc(OC)c(NC(=S)Nc2cccc(C)c2)cc1OC was read as KCNH2 3.1 block -1.
For Cc1ccc(S(=O)(=O)N2C[C@H]3[C@H]4C(=O)N(c5ccccc5)C(=O)[C@H]4C[C@H](OC(=O)NCc4ccccc4)[C@@]3(O)C2)cc1 the results were KCNH2 3.1 block 6.
O[C@H]1C[C@H](c2ccc(Cl)cc2)N(Cc2cccs2)C[C@@H]1n1cc(C2CC2)nn1 was read as KCNH2 3.1 block 8.
COc1ccccc1CN(C)C[C@@H]1OCc2cnnn2CCCC(=O)N([C@H](C)CO)C[C@H]1C was read as KCNH2 3.1 block 9.
Screening COc1ccc(CCN2CC(C(=O)OCC(=O)c3c(N)n(CC(C)C)c(=O)n(C)c3=O)CC2=O)cc1OC (centres undefined) returned KCNH2 3.1 block 16.
CC(=O)c1cccc(NC(=O)C2CCCN2S(=O)(=O)c2cccs2)c1 (centres undefined) was read as KCNH2 3.1 block -1.
Screening CC(=O)N(C)C[C@@H]1Oc2ncc(Br)cc2C(=O)N([C@H](C)CO)C[C@@H]1C returned KCNH2 3.1 block 4.
For CN(CC(=O)Nc1ccc(Cl)c(C(F)(F)F)c1)S(=O)(=O)c1cnc[nH]1 the results were KCNH2 3.1 block 14.
For O=C(O)C(=Cc1ccc([N+](=O)[O-])cc1)c1cccc(Cl)c1 the results were KCNH2 3.1 block 11.
For CSc1ncnc2c1ncn2CCCNCc1cccc2ccccc12 the results were KCNH2 3.1 block 19.
`C[C@H]1CN([C@@H](C)CO)C(=O)c2c(c3ccccc3n2C)-c2ccccc2CO[C@H]1CN(C)Cc1cccc(F)c1` gave KCNH2 3.1 block -37.
`COc1ccccc1C(=O)COC(=O)C1CCN(S(=O)(=O)c2ccccc2)CC1` gave KCNH2 3.1 block -4.
Screening C[C@H]1CN([C@@H](C)CO)C(=O)CCCn2nncc2CO[C@@H]1CN(C)S(=O)(=O)c1ccccc1 returned KCNH2 3.1 block 7.
For O=C(NC1CCCCC1)c1cccc(NC(=O)c2ccccc2Cl)c1 the results were KCNH2 3.1 block 10.
`O=C(CSc1ncccn1)NC(=O)NC1CCCC1` gave KCNH2 3.1 block -16.
For Cc1ccc(S(=O)(=O)N2C[C@H]3C(=O)C[C@@H](c4ccccc4)N(S(=O)(=O)c4ccc(C)cc4)[C@H]3C[C@H]2c2ccc(Cl)cc2)cc1 the results were KCNH2 3.1 block 2.
`O=C(COC(=O)C1CCN(S(=O)(=O)c2ccc(Cl)c(C(F)(F)F)c2)CC1)NCC1CCCO1` (centres undefined) gave KCNH2 3.1 block 2.
Screening CCOc1ccccc1OCC(=O)NC1CCSc2ccccc21 (centres undefined) returned KCNH2 3.1 block 4.
COc1ccc(S(=O)(=O)N2CCOCC2)cc1C(=O)Nc1cccc(C(=O)NC2CC2)c1 was read as KCNH2 3.1 block -6.
CN(C)CCN(C(=O)C1CCCCC1)c1nc2cc3c(cc2s1)OCCO3 was read as KCNH2 3.1 block 3.
`COc1ccc(S(=O)(=O)N=N/C=C2\C=CC=CN2O)cc1OC` gave KCNH2 3.1 block 0.
For O=C(c1ccccc1)N(C(=O)c1ccccc1)c1ccccc1 the results were KCNH2 3.1 block -3.
For CC(C)c1ncc(CO)n1Cc1c(Cl)cccc1Cl the results were KCNH2 3.1 block -7.
For C[C@@H]1CN([C@@H](C)CO)C(=O)CCCn2nncc2CO[C@H]1CN(C)C(=O)NC1CCCCC1 the results were KCNH2 3.1 block 5.
For COc1ccc(C(=O)NC(=S)Nc2ccc3[nH]c(=O)[nH]c3c2)cc1Br the results were KCNH2 3.1 block 11.
`CC1=C(C(=O)N(C)C)CC(CC(=O)NCCCN(C)C)C(=O)N1Cc1ccc(C(C)(C)C)cc1` (centres undefined) gave KCNH2 3.1 block -1.
Screening Cc1cccc(S(=O)(=O)N(C)C[C@@H]2OCc3cnnn3CCCC(=O)N([C@H](C)CO)C[C@H]2C)c1 returned KCNH2 3.1 block -3.
Screening Cc1ccc(S(=O)(=O)NN=CC2(c3ccccc3)CC2)cc1 returned KCNH2 3.1 block -7.
`FC(F)(F)c1cccc(CC2CN(Cc3ccccc3)Cc3ccccc3N2c2cc(Cl)cc(Cl)c2)c1` (centres undefined) gave KCNH2 3.1 block 0.
Screening CC(C)COC(=O)N(C)C[C@H]1OCc2cnnn2CCCC(=O)N([C@H](C)CO)C[C@H]1C returned KCNH2 3.1 block 4.
Cc1noc(C)c1S(=O)(=O)N(C)C[C@H]1OCc2cnnn2CCCC(=O)N([C@H](C)CO)C[C@H]1C was read as KCNH2 3.1 block 4.
COC1OCC(O)C(NC(=O)N(C)N=O)C1O (centres undefined) was read as KCNH2 3.1 block 0.
For Cc1ccccc1NC(=O)C(C)OC(=O)C1CCCO1 (centres undefined) the results were KCNH2 3.1 block 12.
Screening C/C=C/c1ccc2c(c1)O[C@H](CN(C)CC1CCOCC1)[C@@H](C)CN([C@H](C)CO)S2(=O)=O returned KCNH2 3.1 block 10.
For O=C(O)C1=CCC=CC1C(=O)O (centres undefined) the results were KCNH2 3.1 block 5.
`CCCCN1CC(C)(C)[C@H](CC(=O)Nc2ccccc2)C1=O` gave KCNH2 3.1 block 12.
Screening COCCn1c(N)c(N(Cc2ccccc2)C(=O)C(C)Oc2ccc(Br)cc2)c(=O)[nH]c1=O (centres undefined) returned KCNH2 3.1 block 0.
Screening C[C@@H]1CN([C@@H](C)CO)C(=O)CCCn2nncc2CO[C@H]1CN(C)Cc1ccc2c(c1)OCO2 returned KCNH2 3.1 block -7.
For COCC(=O)N(C)C[C@@H]1Oc2cc(Br)ccc2S(=O)(=O)N([C@H](C)CO)C[C@H]1C the results were KCNH2 3.1 block 2.
Screening COc1ccc2[nH]c(=O)c(CN(C(C)=O)c3cc(C)ccc3C)cc2c1 returned KCNH2 3.1 block 6.
For C[C@@H]1CN([C@H](C)CO)C(=O)c2cc(NC(=O)Nc3ccc(F)cc3)ccc2O[C@@H](C)CCCCO[C@H]1CN(C)Cc1ccc(C(=O)O)cc1 the results were KCNH2 3.1 block 5.
`O=C(O)CSc1ccn(Cc2ccccc2)c1` gave KCNH2 3.1 block -3.
`COc1cc(OC)cc(C(=O)OCC(=O)NC2CCCCCCC2)c1` gave KCNH2 3.1 block -6.
`C[C@H]1CN([C@@H](C)CO)S(=O)(=O)c2ccc(C#CC3CC3)cc2O[C@@H]1CN(C)S(C)(=O)=O` gave KCNH2 3.1 block -3.
CCCCCCNC(=O)O[C@@]12CN(S(=O)(=O)c3ccc(C)cc3)C[C@]1(O)Cn1c(=O)n(CCCCCC)c(=O)n1C2 was read as KCNH2 3.1 block 0.
CCN(CC)C(=O)C1=C(C)N(CCCOC)C(=O)C(CC(=O)NC(c2ccccc2)c2ccccc2)C1 (centres undefined) was read as KCNH2 3.1 block 4.
C/C(NCCc1ccccc1)=C1/CCOC1=O was read as KCNH2 3.1 block -5.
Screening O=C(Nc1ccn(CCCN2CCN(c3ccccc3)CC2)c(=O)n1)OCc1ccccc1 returned KCNH2 3.1 block -72*.
Screening CCN(CC)C(=O)C1=C(C)N(CCC2=CCCCC2)C(=O)C(CC(=O)NCCCN(C)C)C1 (centres undefined) returned KCNH2 3.1 block 13.
Screening CCCCCC(=O)N1C[C@@H](n2cc(-c3ccc(F)cc3)nn2)[C@H](O)C[C@@H]1c1ccccc1 returned KCNH2 3.1 block -1.
CN(Cc1cc(Cl)cc(Cl)c1)[C@H]1C[C@H]2c3[nH]c4ccccc4c3CCN2C(=O)[C@H]1CO was read as KCNH2 3.1 block -22.
CC(C)C1C(=O)N(Cc2cn(CCC3OCCO3)nn2)CCS(=O)(=O)N1Cc1ccc(-c2ccc(F)nc2)cc1 (centres undefined) was read as KCNH2 3.1 block 5.
Screening N#CC(c1ccc(N)cc1)C(CC(=O)c1ccccc1)c1ccccc1 (centres undefined) returned KCNH2 3.1 block -2.
Screening COc1cccc(NC(=O)N(C)C[C@H]2Oc3cc(C#Cc4ccncc4)ccc3S(=O)(=O)N([C@H](C)CO)C[C@H]2C)c1 returned KCNH2 3.1 block 7.
Screening CCOc1ccc(/C=N/NC(=O)c2ccncc2)cc1OC returned KCNH2 3.1 block -3.
Screening CN1OC[C@@H]2CN(S(=O)(=O)c3cccc(C(F)(F)F)c3)[C@H](c3ccc(-c4cccnc4)cc3)C[C@@H]21 returned KCNH2 3.1 block -15.
`Cc1cccc(S(=O)(=O)N(C)C[C@H]2OCc3cnnn3CCCC(=O)N([C@H](C)CO)C[C@H]2C)c1` gave KCNH2 3.1 block 9.
O=P(O)(Cc1ccccc1)c1ccccc1 was read as KCNH2 3.1 block -8.
CC1(C)C(C(N)=O)C(=O)NC(=O)C1C(N)=O (centres undefined) was read as KCNH2 3.1 block -13.
